Mm-Cpn inhibitor – blocks the Methanococcus maripaludis chaperonin Mm-Cpn. Potency, µM (doses to about 76.9 µM), for inactives: at the top dose activity, negative = inhibition, most hits filed as inhibitors. 0.031% of 330,000 active. purified Mm-Cpn ATPase, ADP Transcreener TR-FRET; further: potency means the concentration at half of the fitted maximal effect; on the % scale 0 is the no-effect control and ±100 the full control effect; nearly all actives have a fitted effect of over 80% in size
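Inhibition of chaperonin ATP hydrolysis is measured as reduced ADP production, detected by competitive TR-FRET in which signal falls with ADP. Final enzyme 25 nM and ATP 10 uM, reacted 30 min at 37°C.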
Nrf2 block – blocks Nrf2 signaling; A549 ARE-Fluc reporter, luciferase luminescence, 18-24 h; Potency, µM (titrated, usually from 46 µM), inactives show at the top dose activity change, negative = inhibition, usual class: inhibitors; 2.1% of 360,000 active; AID 504444; further: potency means the concentration at half of the fitted maximal effect; on the % scale 0 is the no-effect control and ±100 the full control effect; nearly all actives have a fitted effect of over 60% in size
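Two sequential reads on A549 ARE_Fluc cells exposed to compound for 18-24 h: a CellTiter-Fluor fluorescence read for viability, then a luciferase luminescence read for Nrf2/ARE activity.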
A549 tox – A549 cytotoxicity, counter-screen for Nrf2 inhibitors | AID 504648 | Potency, µM (top dose mostly 46 µM), for inactives: top-dose activity change, negative = cytotoxicity, hits mostly inhibitors | 0.16% of 390,000 active | A549 ARE-Fluc cells, CellTiter-Fluor viability, 18-24 h; further: potency means the concentration at half of the fitted maximal effect; on the % scale 0 is the no-effect control and ±100 the full control effect
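A549 ARE_Fluc cells in 5% FBS OPTI-MEM were exposed to compounds in concentration-response for 18-24 h at 37 deg C. Viability was read by CellTiter-Fluor fluorescence (Ex 405/Em 525) after 30 min, before the luciferase read.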
ATXN viability – reduces viability in counter-screen for ATXN expression inhibitors; S2 cells (HEK-293 line with an ATXN2-luciferase reporter) viability, CellTiter-Fluor protease fluorescence, 24 h; Potency, µM (titrated, usually from 56.7 µM), usual class: cytotoxic; 0.49% of 400,000 active; AID 651635; further: potency means the concentration at half of the fitted maximal effect; nearly all actives have a fitted effect of over 40% in size
pAkt inh – Akt phosphorylation inhibition | Neuro2A IGF-stimulated pAkt S473 HTRF, 20 min; hits give low values | activity change, % for hits at 50 µM | 0.32% of 360,000 active; in the data active means activity change below about -80%; inconclusive means mostly about -51% to -80%; further: on the % scale 0 is the no-effect control and ±100 the full control effect
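Neuro2A cells in DMEM with 0.5% FBS, overnight at 37 deg C, given compound at single 50 µM final, then IGF (6 nM final) for 20 min at 37 deg C. Lysed; phospho-Akt Ser473 by HTRF after 24 h, 665/615 ratio.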
HepG2 tox – kills HepG2 cells in TGF-b inhibitor counter-screen; 0.76% of 410,000 active; Potency, µM (highest dose often 46.1 µM), without a hit: top-dose activity change, negative = cytotoxicity, most hits filed as cytotoxic; AID 588856; HepG2 CAGA-GFP viability, ATP luminescence, 18 h; further: potency means the concentration at half of the fitted maximal effect; some results filed as inactive show a strong effect at the top dose
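HepG2 CAGA-GFP cells (1000/well, DMEM with 1% FBS) received compound, then TGF-beta at 500 pg/mL final, and were incubated 18 hours at 37 degrees C. Viability was read by CellTiter-Glo luminescence. Media-only wells were set as complete cell-killing and DMSO as no toxicity.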
CCT chaperon mod – modulators of cytosolic chaperonin (CCT/TRiC) activity | purified chaperonin ATPase assay, HTRF ADP detection, 30 min | AID 651819 | 0.3% of 360,000 active | activity change, % (test concentration not listed), hits read low; in the data active means activity change below about -30%; further: on the % scale 0 is the no-effect control and ±100 the full control effect
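Nucleotide hydrolysis assay: TRiC at 20–40 nM final (set by batch activity) with 10 uM ATP, 30 min at 37 °C, in presence of 76 uM compound. Detection by competitive ADP HTRF, 30 min ambient.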
TGFb inhibitor – TGF-b pathway inhibition. AID 588855. 1.2% of 410,000 active. HepG2 CAGA-GFP TGF-b/SMAD3 reporter, GFP fluorescence, 18 h; TGF-beta stimulated, 500 pg/mL final. Potency, µM (highest dose often 46.1 µM), for inactives: at the highest dose activity, negative = inhibition, most hits filed as inhibitors; further: potency means the concentration at half of the fitted maximal effect; on the % scale 0 is the no-effect control and ±100 the full control effect; nearly all actives have a fitted effect of over 65% in size
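First, reporter cells (HEPG2 CAGA-GFP) rested 2 h at 37 degrees C. Next, compounds were pinned in and TGF-beta added to 500 pg/mL final. After 18 h, GFP was imaged per cell and summed per well.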
Nrf2 activator – Nrf2 pathway activation | Potency, µM (top dose mostly 46.1 µM), for the others: top-dose activation, usual class: activators | AID 624171 | AREc32 ARE-luciferase reporter (MCF7-derived line), luminescence, 24 h | 0.31% of 410,000 active; further: potency means the concentration at half of the fitted maximal effect; % of control where 0% means no effect; nearly all actives have a fitted effect of over 65% in size
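AREc32 cells carrying an ARE-driven firefly luciferase, 1000 cells/well in OPTI-MEM with 5% FBS, dosed after overnight attachment and incubated 24 hr at 37 deg C. Steady-Glo luminescence read after 30 min at RT.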
An asterisk follows results filed as active; i = inactive; ? = inconclusive; nt = no result given; ! = repeats disagree; [ ] = another dose, or the depositor's remark. Unless noted, the call rests on the fitted dose curve; in most records, active means well fitted curve in the direction sought with a large enough effect; inconclusive means small, poorly fitted or top-dose-only effect, or another doubt; inactive means no such curve, though single readings can be large; an effect the other way counts as inactive or inconclusive.

entry	SMILES	Mm-Cpn inhibitor	Nrf2 activator	pAkt inh	HepG2 tox	A549 tox	ATXN viability	TGFb inhibitor	Nrf2 block	CCT chaperon mod
1	Cc1ccc(NC(=O)CCN2C(=O)NC(C)(C)C2=O)cc1F	1%	-0.6%	i	19%	1%	?	14%	-2%	-1.7
2	CC(C)(C)NC(=O)C(c1cccs1)N(Cc1ccc(F)cc1)C(=O)c1csnn1 (stereo unspecified)	2%	0.4%	i	-2%	-2%	i	-1%	1%	-7.0
3	O=C(CSc1ccc2nnc(CCNC(=O)c3ccc(F)cc3)n2n1)NCc1ccco1	-5%	-0.7%	i	0%	1%	i	5%	-4%	1.2
4	CC(OC(=O)C1CCN(S(=O)(=O)c2ccc(Cl)cc2)CC1)C(=O)NC1CCCCC1C (stereo unspecified)	-1%	-0.3%	i	-3%	-4%	i	?	-11%	-1.5
5	COc1ccc(N2CCN(C(=O)COCC(=O)O)CC2)cc1	-8%	0.2%	i	-3%	7%	i	10%	1%	1.8
6	CCN1CCN(c2ncc(C(=O)N3CCCc4ccccc43)c3ccccc23)CC1	0%	4.1%	i	-31%	-13%	?	4%	-2%	-0.4
7	O=C(Nc1cc(Cl)ccc1-n1cncn1)c1ccco1	nt	10µM*	i	1%	2%	i	-11%	1%	0.4
8	CN(C)CCN(C(=O)c1cccs1)c1nc2cc3c(cc2s1)OCCO3	-2%	0.2%	i	2%	-6%	i	19%	24%	-1.3
9	CC1CCCCC1NC(=O)c1ccc(S(=O)(=O)NNC(=O)c2ccncc2)cc1 (stereo unspecified)	1%	0.1%	i	-2%	1%	i	1%	2%	1.2
10	Cc1ccc(SCCC(=O)NCc2ccccn2)cc1	-1%	-0.5%	i	1%	-1%	i	0%	1%	-11
11	COc1ccc(N2CCN(C(c3cccs3)C(C)NC(=O)c3ccco3)CC2)cc1 (stereo unspecified)	0%	-0.1%	i	-8%	4%	i	-1%	11%	0.0
12	Cc1ccc(N=Cc2c(O)c3ccccc3oc2=O)c(C)c1	2%	0.6%	i	-10%	-7%	i	11%	-6%	-1.7
13	CC(C)Nc1nc(-c2ccncc2)nc(-c2ccccc2)c1C#N	-2%	1.6%	i	-18%	0%	i	-2%	-12%	-6.5
14	O=C(C=NNc1ccccc1)c1ccccc1	nt	?	i	-17%	-10%	?	-7%	?	-0.8
15	CCNCc1nc2cc(Cl)ccc2c(=O)[nH]1	3%	5.2%	i	-7%	1%	i	1%	-4%	-0.2
16	COc1ccc(Cl)cc1NC(=O)c1cnc(SC)nc1-c1ccccc1	nt	?	nt	-27%	22%	i	-14%	3%	nt
17	CCOC(=O)C1=C(CC)Nc2ccccc2N=C1NC(=O)c1ccc(OC)c(S(=O)(=O)N2CCCCC2C)c1 (stereo unspecified)	0%	0.1%	i	-9%	-4%	?	-25%	-25%	-1.5
18	O=C(NCc1ccccc1Cl)c1cnc2n(c1=O)CCS2	0%	-0.2%	i	0%	0%	i	5%	-11%	2.0
19	O=C(O)CCC(=O)Nc1ccc(C(=O)OCC(=O)c2ccc(Cl)cc2Cl)cc1	1%	0.1%	i	1%	-6%	i	7%	-7%	-13
20	COC(=O)c1cc(C)nc(Sc2ccccc2N)n1	0%	?	i	-6%	-6%	i	0%	?	1.4
21	Nc1c(C(=O)c2ccccc2)sc2nsc(SCCN3CCCC3)c12	-4%	?	i	-36%	-7%	i	34%[activator]	29%	-1.6
22	CCOc1cc(CNC(=O)NC2COc3ccccc3C2)cc(OCC)c1OCC (stereo unspecified)	nt	7.7%	nt	-9%	5%	nt	-20%	nt	nt
23	OCCN1CCN(c2ncnc3c2cnn3-c2cccc(Cl)c2)CC1	nt	8.4%	nt	-22%	14%	i	22%	nt	nt
24	CCN(CC)CCN1C(=O)C(=O)/C(=C(/O)c2cnn(-c3ccccc3)c2C)C1c1cccnc1 (stereo unspecified)	1%	-1.0%	i	8%	-6%	i	29%	5%	0.4
25	CCCCn1c(N)c(N(CCOC)C(=O)C2CC(=O)N(Cc3ccco3)C2)c(=O)[nH]c1=O (stereo unspecified)	1%	0.4%	i	3%	-1%	i	11%	13%	-2.8
26	CC(NCC(O)COC1CCC(C(C)(C)C)CC1)c1ccccc1 (stereo unspecified)	0%	-1.2%	i	-137%	-5%	nt	?	14%	1.3
27	CN(Cc1ccccc1F)C(=O)c1cccc(NC(=O)CC2SC(N3CCCCC3)=NC2=O)c1 (stereo unspecified)	nt	3.5%	i	-15%	-11%	i	-16%	18µM*	0.3
28	CCC(C)(C)n1nnnc1CN(Cc1cccs1)Cc1cc2cc(OC)ccc2[nH]c1=O	0%	4.0%	i	-22%	-6%	?	1%	1%	-1.8
29	O=C1C=C(c2ccc(CO)cc2)C[C@@H](c2ccc(F)cc2)C1	nt	0.3%	i	-25%	nt	i	?	nt	-0.4
30	O=C(COc1ccc(Cl)cc1Br)Nc1nnc(C2CC2)s1	2%	0.1%	i	5%	5%	?	-8%	-9%	-1.6
31	Cc1cccnc1NC(=O)C1c2ccccc2Oc2ccccc21	-1%	0.3%	i	1%	-2%	i	-20%	-8%	-1.9
32	CCC(C)N=C1Sc2nc3ccc(C)cc3cc2CN1CCOC (stereo unspecified)	0%	-0.2%	i	-1%	2%	i	3%	7%	0.0
33	CCCc1nn(C)c(C(=O)Nc2cccc(Cl)c2)c1Cl	0%	0.7%	i	-28%	0%	i	-5%	7%	0.8
34	COCc1nnc(NC(=O)c2ccc(S(=O)(=O)N3CCOCC3)cc2)o1	4%	-0.1%	i	5%	10%	i	0%	-6%	0.1
35	Nc1ccc(/C=C/c2ccc3ncccc3c2)cc1	-1%	0.1%	i	7.1µM*!	-14%	i	?	?	0.7
36	COc1ccc(N(CC(=O)NCC2CCCO2)S(=O)(=O)c2ccccc2)cc1OC (stereo unspecified)	0%	0.2%	i	-12%	-16%	i	6%	-8%	-1.1
37	CC(OC(=O)c1oc2ccccc2c1CSC1CCCCC1)C(=O)NC(N)=O (stereo unspecified)	1%	2.1%	i	-21%	-25%	?	-4%	?	-4.5
38	Oc1ccccc1-n1c(-c2ccccc2)ccc1-c1ccccc1	-4%	0.0%	i	-3%	6%	i	-8%	21%	1.9
39	O=C(CCc1ccc(O)c(O)c1)NNC(=S)Nc1ccc(Br)cc1Cl	?	?	i	-1%	3%	i	1%	-6%	-7.8
40	Cc1ccc(-c2nc3ncccn3c2NC(=O)C2CC2)cc1	-4%	-0.1%	i	-4%	-18%	i	0%	-16%	0.1
41	CCC(C)C(NC(=O)c1ccccc1NC(=O)c1ccco1)C(=O)O (stereo unspecified)	0%	-0.4%	i	0%	6%	i	-18%	11%	-0.9
42	C#CCNC(=O)C1=C[C@H](c2cn(C(C)=O)c3ccccc23)C[C@H](OCc2ccc(CO)cc2)O1	nt	2.9%	i	-28%	9%	?	?	3%	-0.3
43	O=C(O)c1cc2ccccc2c(=O)s1	-3%	-0.2%	i	-10%	9%	i	27%	-9%	-2.4
44	CC(C)=CCc1c(O)cc2c(=O)c3ccc(O)cc3oc2c1O	nt	16%	i	-38%	0%	?	?	?	2.9
45	Cc1onc(-c2c(Cl)cccc2Cl)c1C(=O)c1ccccc1	-3%	-0.4%	i	-22%	-1%	i	-14%	-1%	-2.3
46	CN1CCN(C(=O)c2cccc(NS(=O)(=O)c3ccc(Br)cc3)c2)CC1	-1%	-0.6%	i	11%	5%	i	0%	2%	-3.1
47	CCOc1cc(CNn2cnnc2)ccc1OCC(=O)NC1CCCCC1	0%	-0.6%	i	8%	-6%[1.84 µM]	i	-1%	6%	-1.1
48	O=C(Cn1ncc(Cl)c(Cl)c1=O)N1CCN(Cc2ccccc2)CC1	-2%	?	i	-47%	?	nt	?	?	-0.1
49	CCOc1ccccc1NC(=O)CNC(=O)Cc1ccccc1	2%	-0.1%	i	3%	6%	i	-16%	-5%	-43*
50	Cc1ccccc1N(CC(=O)N1CCN(Cc2ccccc2)CC1)S(C)(=O)=O	nt	1.0%	i	21%	nt	i	22%	nt	1.4
51	CN(C)c1ccc(CNC(=O)CN2C(=O)CCn3nc(-c4cn(C)c5ccccc45)cc32)cc1	nt	0.1%	nt	-16%	-1%	i	-15%	nt	nt
52	O=C(NCc1ccccc1)c1cc(C2CCCN(C(=O)CCCc3ccccc3)C2)on1 (stereo unspecified)	nt	0.6%	i	-26%	nt	i	-7%	nt	0.3
53	Cc1cccc(NC(=O)C2(c3cccs3)CCOCC2)n1	1%	-0.5%	i	-2%	-5%	i	5%	3%	-1.4
54	Nc1nc(N)nc(-c2ccccc2-c2nc(N)nc(N)n2)n1	-1%	0.3%	i	-17%	-1%	i	9%	-9%	0.2

Entries by screen from the entries so far.
Nrf2 block, nos. 45 to 53, in order: -1%, 2%, 6%, ?, -5%, nt, nt, nt, 3%
A549 tox, nos. 45 to 53, in order: -1%, 5%, -6%[1.84 µM], ?, 6%, nt, -1%, nt, -5%
HepG2 tox, nos. 45 to 53, in order: -22%, 11%, 8%, -47%, 3%, 21%, -16%, -26%, -2%

Another view of three compounds above.
[54] Nc1nc(N)nc(-c2ccccc2-c2nc(N)nc(N)n2)n1
[43] O=C(O)c1cc2ccccc2c(=O)s1
[42] C#CCNC(=O)C1=C[C@H](c2cn(C(C)=O)c3ccccc23)C[C@H](OCc2ccc(CO)cc2)O1

screen / no.,54,43,42
Mm-Cpn inhibitor,-1%,-3%,nt
Nrf2 activator,0.3%,-0.2%,2.9%
pAkt inh,i,i,i
HepG2 tox,-17%,-10%,-28%
A549 tox,-1%,9%,9%
ATXN viability,i,i,?
TGFb inhibitor,9%,27%,?
Nrf2 block,-9%,-9%,3%
CCT chaperon mod,0.2,-2.4,-0.3

Screening results as filed in PubChem.
